# Screening data as filed in PubChem BioAssay.
# Rab2A wt mod – changes GTP binding to wildtype dog Rab2A, up or down; AID 760; P61105; GTP binding activity, % at 10 µM; 0.19% of 190,000 active; GST-Rab2 wt beads, Bodipy-GTP binding, flow cytometry;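 active means GTP binding activity at least 20 points away from 100%, either lowered or raised; inconclusive means signal likely due to the compound's own green fluorescence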;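 further: 0% = beads with excess unlabeled GTP and 100% = no-compound control corrected for plate trend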
# Rac1 wt GTP bind – modulators of human Rac1 wildtype GTP binding; P63000; GST-Rac1 beads, fluorescent GTP binding, flow cytometry; actives lie on both sides; 0 = cold GTP competed, 100 = untreated; GTP binding activity (% of control), % at 10 µM; 0.27% of 190,000 active; AID 757;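 active means GTP binding activity at least 20 points away from the 100% control level, either lower or higher; inconclusive means compound flagged as likely green fluorescent, judged across all proteins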
# ABCB1 block – human ABCB1 inhibition, ABCG2 as counter-screen; CCRF-Adr cells, JC-1 efflux, flow cytometry; inhibition, % at 6.6 µM; 0.067% of 190,000 active; AID 1326; in the data active means inhibition above about 40%;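 further: 0% = vehicle and 100% = reference inhibitor; higher value means more JC-1 retained so stronger ABCB1 efflux block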
# Mcl1 Noxa PPI – Mcl-1/Noxa interaction inhibition; AID 1022; inhibition, % at 21.7 µM; TR-FRET Mcl-1/Noxa peptide binding, 2 h; Q07820; 1.5% of 220,000 active;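 active means compounds that cut the protein-peptide binding signal by more than 50% relative to plate controls in a single-dose test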;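 further: His-tagged Mcl-1 with rhodamine Noxa BH3 peptide and terbium anti-His antibody; 0% = Mcl-1 plus Noxa peptide wells and 100% = peptide-only wells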
# Target sequence (Q07820 whole entry, looked up): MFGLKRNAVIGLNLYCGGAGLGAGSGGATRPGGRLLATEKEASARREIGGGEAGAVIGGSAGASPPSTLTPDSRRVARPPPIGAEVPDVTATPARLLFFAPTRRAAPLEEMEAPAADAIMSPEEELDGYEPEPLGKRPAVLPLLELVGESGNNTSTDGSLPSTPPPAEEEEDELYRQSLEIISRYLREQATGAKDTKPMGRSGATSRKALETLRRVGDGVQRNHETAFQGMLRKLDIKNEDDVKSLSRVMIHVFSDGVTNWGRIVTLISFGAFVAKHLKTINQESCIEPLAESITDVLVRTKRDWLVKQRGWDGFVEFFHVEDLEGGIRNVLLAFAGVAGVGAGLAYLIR
# Rab7 wt GTP bind – dog Rab7 wildtype GTP binding, inhibitors and activators | 0.055% of 190,000 active | GTP binding activity (percent of control), % at 10 µM | GST-Rab7 beads, fluorescent GTP binding, flow cytometry; actives lie on both sides; untreated = 100%, excess cold GTP = 0%;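 active means fluorescent GTP binding to Rab7 beads changed by at least 20 points from the 100% baseline, either direction, mostly lower; inconclusive means compound itself probably fluorescent, or too few beads counted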;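 further: median green fluorescence of bound Bodipy-FL-GTP per Rab7 bead population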
# Avidin fluor – compound fluoresces at 488/530 nm on avidin beads; compound fluorescence 488/530 nm, flow cytometry; stronger effect = higher value; fluorescence (KMESF) at 10 µM; 0.38% of 220,000 active; in the data active means fluorescence above about 47; further: inactives centre near 10
# Cdc42 wt – changes GTP binding to wildtype human Cdc42; P60953; GST-Cdc42 beads, Bodipy-GTP binding, flow cytometry; actives lie on both sides; percent activity (GTP binding), % at 10 µM; 0.2% of 190,000 active;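 active means percent activity GTP binding at least 20 points away from the 100% baseline, either down as inhibitor or up as activator; inconclusive means compound flagged as likely green fluorescent from well-wide comparison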;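 further: median bead fluorescence of bound Bodipy-FL-GTP at 100 nM; 0% = excess unlabeled GTP control and 100% = no compound control; below 100% means less GTP binding so inhibitor and above means activator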
# Target sequence (P60953 whole entry, looked up): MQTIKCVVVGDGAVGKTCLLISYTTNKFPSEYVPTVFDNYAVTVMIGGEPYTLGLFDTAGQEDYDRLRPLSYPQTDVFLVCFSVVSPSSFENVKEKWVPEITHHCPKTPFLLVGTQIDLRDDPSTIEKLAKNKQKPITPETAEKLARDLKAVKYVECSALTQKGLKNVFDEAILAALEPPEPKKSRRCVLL
# Pf gametocyte – kills late stage P. falciparum gametocytes. P. falciparum stage V gametocytes, ATP luminescence, 24 h. inhibition, % at 10.9 µM. 0.065% of 150,000 active. AID 743093;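 active means inhibition above the mean plus 3 SD of compounds within the control limits, set per campaign, cut at about 38% in these data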;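 further: 0% = DMSO wells and 100% = medium only without gametocytes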
# ABCG2 block – inhibitors of human ABCG2 transporter, ABCB1 counter-screen; Q9UNQ0; IgMXP3 cells, JC-1 efflux, flow cytometry; inhibition, % at 6.6 µM; 0.1% of 190,000 active; AID 1325;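 active means inhibition above 80%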;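 further: 0% = DMSO and 100% = nicardipine control wells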
#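 Test system: ABCG2 IgMXP3 and barcoded ABCB1 CCRF-Adr cell mix; Schedule: cells with compound and JC-1, 10 min at 25 °C, rotating, no wash; Technique: flow cytometry of retained JC-1 fluorescence; Measure: % inhibition of efflux relative to nicardipine and DMSO; Controls: nicardipine high and DMSO low controls.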
# HRas wt GTP bind – human HRas wildtype GTP binding, change in either direction; P01112; GST-Ras wt beads, Bodipy-FL-GTP binding, flow cytometry; actives lie on both sides; GTP binding activity, % at 10 µM; 0.14% of 190,000 active;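 active means GTP binding activity at least 20% away from the 100% baseline, either lowered as inhibitor or raised as activator; inconclusive means flagged as likely green fluorescent, judged across all proteins in the well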;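 further: 0% = unlabeled GTP competition control and 100% = no-compound control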
# Target sequence (P01112 whole entry, looked up): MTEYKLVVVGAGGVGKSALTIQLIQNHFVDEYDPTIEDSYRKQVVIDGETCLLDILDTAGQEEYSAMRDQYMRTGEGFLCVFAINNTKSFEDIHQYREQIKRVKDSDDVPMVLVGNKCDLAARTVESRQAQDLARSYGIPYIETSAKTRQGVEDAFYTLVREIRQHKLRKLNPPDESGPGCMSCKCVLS
# Rac1 act GTP bind – human Rac1 activated mutant GTP binding change; P63000; GST-Rac1 activated beads, fluorescent GTP binding, flow cytometry; actives lie on both sides; 100% means binding = to untreated wells; percent activity (GTP binding), % at 10 µM; 0.11% of 190,000 active;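 active means GTP binding at least 20 percentage points away from the 100% baseline, in either direction, so actives lie on both sides; inconclusive means Compound likely fluorescent itself, or too few beads counted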
# * marks the source's active call; other numbers are inactive results; ? = inconclusive; . = no result given.
item	Compound	Rab2A wt mod	Rac1 wt GTP bind	ABCB1 block	Mcl1 Noxa PPI	Rab7 wt GTP bind	Avidin fluor	Cdc42 wt	Pf gametocyte	ABCG2 block	HRas wt GTP bind	Rac1 act GTP bind
1	COc1cc(OC)cc(C(=O)NCCNC(=O)c2ccco2)c1	102	104	0.4	-1	101	6	104	.	10	103	100
2	COc1ccc(-c2nc3cc(NC(=S)NC(=O)Cc4ccccc4)ccc3o2)cc1	95	97	0.0	18	98	16	102	.	5	98	99
3	CC1SC(=NC(=O)c2ccco2)NC1=O (stereo not given)	106	106	0.3	-4	103	6	107	-13	2	106	105
4	CCN(CC)C(=O)Cn1cc(C(=O)C(=O)N2CC=C(c3ccccc3)CC2)c2ccccc21	100	99	1.9	-20	107	12	95	-2	9	97	95
5	Cc1nc(N(C)Cc2ccccc2)c2nnn(Cc3ccccc3)c2n1	98	100	0.6	7	96	7	100	.	2	99	98
6	Cc1cc2nc(/N=C(\N)NC(=O)N3c4ccccc4Sc4ccccc43)nc(C)c2cc1C	99	103	-0.4	-8	101	3	100	-3	-1	97	97
7	Cc1ccc(NC(=O)CCn2cccc2)cc1	98	100	1.2	20	101	7	101	18	9	101	96
8	CC(C)Cn1c(N)c(C(=O)COC(=O)CC23CC4CC(CC(C4)C2)C3)c(=O)n(C)c1=O	97	101	0.5	12	96	11	99	.	3	100	97
9	CCCn1nc2cc(C(=O)NCCc3ccc(C)cc3)ccc2c1OCC	101	100	-0.2	-13	103	63*	102	.	0	101	100
10	CC1CN(C(=S)NC(=O)c2ccc([N+](=O)[O-])cc2)CC(C)O1 (stereo not given)	94	96	-0.1	16	94	14	96	24	0	95	95
11	O=C(O)CC(Cc1ccc(Cl)cc1)C(=O)Nc1ccc([N+](=O)[O-])cc1 (stereo not given)	88	85	-0.5	-10	94	16	87	-8	-1	89	88
12	CC(C)NC(=S)NN=C1c2ccccc2-c2ccccc21	97	98	0.7	8	104	13	98	19	18	98	98
13	Cc1cccc(-n2c(=O)c3c(n4cnnc24)-c2ccccc2CC32CCCCC2)c1	97	100	2.9	14	97	38	99	9	4	100	98
14	O=C(Nc1ccc(S(=O)(=O)N2CCCC2)cc1)c1cccnc1	100	102	0.7	17	101	11	101	8	5	102	98
15	O=c1[nH]cc(NCCc2ccccc2)c(=O)[nH]1	95	99	0.1	8	96	11	96	.	0	96	96
16	CCCCOc1ccc(CONS(=O)(=O)c2ccc(NC(C)=O)cc2)cc1Cl	100	102	-0.4	17	98	13	99	-22	1	100	99
17	CCN(C(=O)CSc1nnc(-c2ccncc2)n1C)C1CCS(=O)(=O)C1 (stereo not given)	?	?	0.4	1	?	14	?	.	3	?	?
18	C=CCNCC#CCOc1ccc(OC)cc1	95	99	0.2	3	95	8	102	15	0	96	95
19	CCOC(=O)N1CCC(NC(=O)C2CCN(S(=O)(=O)c3ccc4c(c3)oc(=O)n4C)CC2)CC1	98	101	0.1	-9	103	15	98	.	0	98	99
20	Cc1ccc(Cl)cc1NC(=S)N(CCCN1CCOCC1)Cc1ccccn1	103	103	1.0	17	101	27	102	.	3	99	102
21	Cc1ccc(NC(=O)CSc2nnc(CNC(=O)c3c(F)cccc3Cl)o2)cc1	97	97	-0.1	21	95	15	97	.	2	95	93
22	O=C(COC(=O)[C@H](Cc1c[nH]c2ccccc12)NC(=O)c1cccs1)NCc1ccccc1	103	107	0.3	2	100	14	102	-4	3	102	102
23	CCOC(=O)C(Cc1c(F)cccc1F)(NC(C)=O)C(=O)OCC	101	106	-0.4	-4	99	9	97	-2	1	100	98
24	O=C(c1ccccc1)c1ccc(Oc2ncccn2)cc1	98	97	0.7	-7	99	18	96	-28	5	97	98
25	Cc1ccc(N2C(=O)CN(Cc3sccc3C)C2=S)cc1C	101	104	-0.4	4	103	11	97	1	-3	100	100
26	Cc1cc(C)c2cc(CN(Cc3cccs3)Cc3nnnn3CC3CCCO3)c(=O)[nH]c2c1 (stereo not given)	99	109	8.2	12	102	17	99	0	43	103	97
27	Cc1ccc(NC(=O)COC(=O)CCc2ccc(S(=O)(=O)N3CCOCC3)cc2)cc1F	97	98	0.3	3	94	11	97	-14	3	96	96
28	CSc1nsc(SCC(=O)Nc2c(C)n(C)n(-c3ccccc3)c2=O)n1	102	103	0.2	10	101	36	101	9	0	102	100
29	CC1CCCC(n2cnc3cc(C(=O)O)ccc32)C1C (stereo not given)	96	96	0.1	-15	98	5	98	8	2	97	94
30	CCOc1ccc(NC(=O)C2CCN(S(=O)(=O)c3c(C)n[nH]c3C)CC2)cc1	97	107	0.2	-9	97	23	102	-26	1	102	100
31	Cc1cc(C(=O)COC(=O)c2ccc(Br)o2)c(C)n1C	93	100	0.8	4	96	11	98	-6	3	98	97
32	Cc1ccc(CCSc2ccc(C(C)C)cc2)cn1	99	101	0.1	20	101	7	99	6	1	99	96
33	Cc1cc2cc3c(cc2nc1SCc1ccccn1)OCCO3	101	103	0.4	-93	99	9	102	-19	5	101	99
34	Cc1ccccc1CCNC(=O)C1CCN(S(=O)(=O)c2ccc(-n3cnnn3)cc2)CC1	94	94	-2.6	-3	94	14	97	.	-2	97	94
35	Cc1cccc(N2CCN(C3=NC(=O)C(Cc4ccccc4)S3)CC2)c1 (stereo not given)	98	101	2.9	19	97	21	99	.	28	98	98
36	CC(C)CC(C(=O)Oc1ccc2c3c(c(=O)oc2c1)CCC3)N1C(=O)c2ccccc2C1=O (stereo not given)	87	91	2.7	.	91	9	92	7	13	91	90
37	CCCCNC(=O)CN(CCc1ccccc1)S(C)(=O)=O	102	104	0.6	1	101	23	105	-24	1	101	101
38	CCCN(CCC)CCCNC(=O)c1ccc2c(c1)N(CC)C(=O)c1ccccc1S2=O (stereo not given)	101	105	5.7	11	100	9	98	15	29	98	98
39	Cc1ccc(C(=O)ON=C2CCN(S(=O)(=O)c3ccccc3)CC2)cc1	97	93	1.1	14	96	22	98	.	7	100	98
40	CCC(C)[C@@H](C(=O)Nc1ccc2c(c1)OCO2)N1Cc2ccccc2C1=O (stereo not given in full)	96	96	1.2	12	94	5	94	.	5	96	94
41	Cc1ccc(C(=O)OCC(=O)N2CC(=O)Nc3ccccc32)s1	101	99	0.4	10	98	16	103	.	2	101	97
42	CCn1c(Cn2nnc(-c3ccccc3)n2)nnc1SCC(=O)Nc1cccc(C)c1C	90	92	1.4	5	94	11	93	.	3	93	91
43	CN(C)S(=O)(=O)c1ccc(C(=O)NCC(=O)N/N=C/c2ccccc2)cc1	101	103	0.1	-1	97	10	103	.	1	98	99
44	COC(=O)c1ccc2c(=O)n(C3CCCCC3)c(SCC#N)nc2c1	103	104	.	-10	104	8	102	.	.	102	101
45	O=S(=O)(Nc1ccc(N2CCOCC2)cc1)c1ccc(Cl)s1	101	103	0.7	22	99	3	103	.	3	100	97
46	Fc1ccc(CSc2nc3ccccc3[nH]2)cc1	98	103	1.4	-3	96	11	100	.	10	100	102
47	COc1ccc(-c2c(C#N)c(SCC(=O)c3cc4ccccc4oc3=O)nc(C)c2C(=O)Nc2ccccc2)cc1	97	101	0.3	8	99	21	98	0	1	97	96
48	CCOC1CCCCC1NS(=O)(=O)c1ccc(Cl)cc1 (stereo not given)	96	101	0.3	-9	94	17	100	-15	2	99	96
49	O=C(O)c1ccccc1N(Cc1ccccc1)C(=O)CO/N=C/c1ccccc1	92	90	-0.1	35	98	5	94	4	0	95	92
50	N#C/C(=N\Nc1ccc(Br)cc1)C(=N)N1CCOCC1	97	90	-0.2	18	93	9	95	.	10	93	89

# (next part)
item	Compound	Rab2A wt mod	Rac1 wt GTP bind	ABCB1 block	Mcl1 Noxa PPI	Rab7 wt GTP bind	Avidin fluor	Cdc42 wt	Pf gametocyte	ABCG2 block	HRas wt GTP bind	Rac1 act GTP bind
51	Cn1c(SCC(=O)Nc2cccc(S(=O)(=O)NC3=NCCCCC3)c2)nnc1-c1ccccc1	97	96	-0.2	0	97	10	96	18	-1	96	95
52	COc1cccc(-n2c(SCC(=O)NCCC3=CCCCC3)nc3n[nH]c(C)c3c2=N)c1	76*	88	-2.8	4	87	19	75*	2	-2	73*	89
53	O=C(CNC(=O)c1ccc(Br)cc1)NCC(=O)OCc1ccc(Cl)cc1	98	95	0.6	-5	101	12	96	16	3	96	94
54	O=C(O)c1ccc(CSc2nnc(SCc3ccccc3)s2)cc1	97	98	0.0	-4	95	18	97	.	1	98	95
55	OC1(c2ccc(F)cc2)CCN(Cc2nnnn2Cc2cccs2)CC1	101	100	-0.4	-3	99	3	101	.	1	100	99
56	COc1ccc(Sc2nc(-c3ccccn3)ncc2OC)cc1	99	97	2.7	-6	103	14	95	.	10	98	97
57	Cc1cccc(C)c1N1CCN(S(=O)(=O)N2CCOCC2)CC1	97	103	0.8	-1	100	24	98	.	17	99	100
58	CCCCN(Cc1cc2cc(OC)ccc2[nH]c1=O)C(=O)c1ccco1	101	105	0.2	33	99	5	101	21	0	101	100
59	CC(=O)NCCn1c(SCC(=O)NCCC(C)C)nc2ccccc2c1=O	95	95	0.8	-3	93	33	101	-14	5	98	97
60	Cc1ccc(C)c(CSc2nnc(-c3ccccn3)n2N)c1	99	99	0.2	-8	100	7	99	-5	2	96	98
61	CC1CC(Nc2ccccc2)c2ccccc2N1C(=O)c1cccnc1 (stereo not given)	99	104	1.4	12	97	22	99	.	3	101	96
62	CCOC(=O)CC1COc2ccccc2N1C(=O)c1ccc(F)cc1 (stereo not given)	100	101	1.0	18	98	11	103	-27	6	100	93
63	O=C(CCCN1C(=O)c2ccccc2C1=O)Nc1ccccc1C(=O)N1CCOCC1	101	100	1.1	5	102	30	100	-4	3	101	100
64	CCOC(=O)CNc1c(-c2ccc(Cl)cc2)nc2cnccn12	103	106	0.4	27	101	14	107	-10	4	104	103
65	O=C1N=C(N2CCN(c3ccccc3)CC2)S/C1=C\c1cn[nH]c1-c1ccccc1	93	98	1.4	12	101	15	98	17	12	95	100
66	COc1ccc(CN2CC(=O)N(c3ccc(C)cc3)C2=S)cc1OC	99	101	0.9	15	101	14	99	.	6	102	99
67	C=CCSc1nc(C)c2cc(C)cc(C)c2n1	91	91	0.3	.	94	11	97	.	7	95	91
